Assay outcomes from PubChem.
EPAC1 antag = blocks human EPAC1 exchange factor; EPAC1 GEF assay, Rap1b-BODIPY-GDP exchange fluorescence; Potency, µM (titrated, usually from 115 µM), without a hit: at the top dose activity change, negative = inhibition, most hits filed as inhibitors; 360,000 compounds, 0.14% hits;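 further: potency means the concentration at half of the fitted maximal effect; plate controls were vehicle for no effect and positive control for full effect; nearly all actives have a fitted effect of over 50% in size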
Mm-Cpn inhibitor = inhibitors of Methanococcus maripaludis chaperonin (MmCpn); purified Mm-Cpn ATPase, ADP Transcreener TR-FRET; Potency, µM (series often up to 76.9 µM), without a hit: at the highest dose activity, negative = inhibition, usual class: inhibitors; 330,000 compounds, 0.031% hits; AID 504842; further: potency means the concentration at half of the fitted maximal effect; on the % scale 0 is the no-effect control and ±100 the full control effect; nearly all actives have a fitted effect of over 80% in size
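Reaction buffer contained 30 mM Tris pH 7.4, 100 mM KCl, 5 mM MgCl2 and 1 mM DTT. Mm-CPN (25 nM final) hydrolysed 10 uM ATP over 30 min at 37°C; ADP was read by HTRF.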
CCT modulator = modulators of cytosolic chaperonin (CCT/TRiC) activity; purified chaperonin ATPase assay, HTRF ADP detection, 30 min; 360,000 compounds, 0.3% hits; activity change, % (no concentration beside the values), hits read low; in the data active means activity change below about -30%; further: on the % scale 0 is the no-effect control and ±100 the full control effect
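TRiC at 40 or 20 nM final (batch-dependent) in 30 mM Tris pH 7.4, 100 mM KCl, 5 mM MgCl2, 1 mM DTT, with compound at single 76 uM and 10 uM ATP, 30 min at 37 deg C. ADP detected by HTRF Transcreener, 665/615 ratio.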
EPAC2 antag = EPAC2 (human) antagonism; Q8WZA2; EPAC2 GEF exchange of Rap1B-BODIPY-GDP, fluorescence; Potency, µM (top dose mostly 114 µM), for the others: at the top dose activity, negative = inhibition, actives largely listed as inhibitors; 360,000 compounds, 0.18% hits; AID 720708; further: potency means the concentration at half of the fitted maximal effect; on the % scale 0 is the no-effect control and ±100 the full control effect; nearly all actives have a fitted effect of over 45% in size; many of its hits are not listed in these tables
Target sequence (Q8WZA2 whole entry, looked up): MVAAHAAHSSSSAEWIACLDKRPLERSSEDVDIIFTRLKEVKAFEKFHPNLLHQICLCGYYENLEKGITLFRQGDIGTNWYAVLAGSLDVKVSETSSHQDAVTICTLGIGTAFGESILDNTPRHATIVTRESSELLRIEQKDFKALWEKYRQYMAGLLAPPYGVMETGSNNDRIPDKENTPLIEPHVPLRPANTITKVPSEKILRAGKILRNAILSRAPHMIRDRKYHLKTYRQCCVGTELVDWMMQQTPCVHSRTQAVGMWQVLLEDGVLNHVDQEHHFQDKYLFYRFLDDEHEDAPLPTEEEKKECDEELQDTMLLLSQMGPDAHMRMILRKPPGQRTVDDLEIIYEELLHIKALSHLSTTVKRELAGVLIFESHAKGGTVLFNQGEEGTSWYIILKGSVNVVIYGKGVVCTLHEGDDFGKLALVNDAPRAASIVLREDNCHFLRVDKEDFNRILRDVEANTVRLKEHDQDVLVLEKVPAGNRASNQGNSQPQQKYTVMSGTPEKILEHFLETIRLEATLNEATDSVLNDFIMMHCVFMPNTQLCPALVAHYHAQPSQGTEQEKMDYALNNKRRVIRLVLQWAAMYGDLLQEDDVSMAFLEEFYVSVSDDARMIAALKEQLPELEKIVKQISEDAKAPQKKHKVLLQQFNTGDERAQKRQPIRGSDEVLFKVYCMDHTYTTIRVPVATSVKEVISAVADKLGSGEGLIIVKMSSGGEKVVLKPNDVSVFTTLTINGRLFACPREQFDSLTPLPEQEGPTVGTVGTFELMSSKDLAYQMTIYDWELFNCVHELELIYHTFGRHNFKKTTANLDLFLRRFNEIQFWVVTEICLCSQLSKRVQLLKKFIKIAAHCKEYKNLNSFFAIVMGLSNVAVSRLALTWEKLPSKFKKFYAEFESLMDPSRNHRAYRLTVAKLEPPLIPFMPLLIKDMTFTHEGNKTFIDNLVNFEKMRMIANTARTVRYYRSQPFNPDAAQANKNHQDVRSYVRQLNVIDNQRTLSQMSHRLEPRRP
EPAC1 agonist = EPAC1 (human) agonism; AID 720707; O95398; EPAC1 agonist qHTS, biochemical assay; response scale: 100% = response to 6.5 mM cAMP; 360,000 compounds, 0.073% hits; Potency, µM (top dose mostly 154 µM), for inactives: at the highest dose activation, actives largely listed as activators; further: potency means the concentration at half of the fitted maximal effect; nearly all actives have a fitted effect of over 60% in size
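Fluorescent GDP-exchange assay: 100 nM EPAC1 with 250 nM Rap1B preloaded with BODIPY-GDP and 50 uM GDP; compounds tested as concentration series, 5 min at room temperature, then read every 5 min for 30 min (ex 480/em 540 nm); normalized to 6.5 mM cAMP.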
WRN inhibitor = blocks human WRN helicase; Q14191; WRN helicase unwinding, fluorescent forked duplex, kinetic; Potency, µM (top dose mostly 114 µM), inactives show at the highest dose activity change, negative = inhibition, hits mostly inhibitors; 360,000 compounds, 0.46% hits; AID 651768; further: potency means the concentration at half of the fitted maximal effect; on the % scale 0 is the no-effect control and ±100 the full control effect; nearly all actives have a fitted effect of over 55% in size
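Enzyme (20 nM final) and test compound sit together 15 min at room temperature before substrate addition. Substrate is a single-forked duplex oligonucleotide (100 nM) labelled with fluorophore and quencher, with 2 mM ATP; helicase unwinding raises red fluorescence, read kinetically.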
PLK1 PBD inh = blocks phosphopeptide binding to human PLK1 polo-box domain; Plk1 PBD binding of FITC phosphopeptide, fluorescence polarization; P53350; Potency, µM, inactives show max response, negative = inhibition, usual class: inhibitors; 360,000 compounds, 2.8% hits; further: potency means the concentration at half of the fitted maximal effect; series mostly up to about 57 µM; on the % scale 0 is the no-effect control and ±100 the full control effect; nearly all actives have a fitted effect of over 65% in size
PI5P4Ka inh = inhibitors of human PI5P4K alpha; P48426; PI5P4Kalpha enzyme, ADP-Glo luminescence, 60 min; hits give low values; max response, %; 330,000 compounds, 1.2% hits; AID 652105; active means max response of -50% or lower; inconclusive means between -30% and -50%; inactive means -30% or higher; further: value at the top dose of about 77 µM; on the % scale 0 is the no-effect control and ±100 the full control effect
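Reactions run in 0.038 M HEPES pH 7.4, 0.28 mM EGTA, 0.1% CHAPS and 5% DMSO, with PI5P4Kalpha, substrate, compound and 5 microM ATP final, one hour at room temperature. Readout is ADP-Glo luminescence.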
An asterisk follows results filed as active; u = inconclusive; x = no result given; [ ] = dose if it differs, or a comment. Unless noted, the call rests on the fitted dose curve; in most records, active means well fitted curve in the direction sought with a large enough effect; inconclusive means small, poorly fitted or top-dose-only effect, or another doubt; inactive means no such curve, though single readings can be large; an effect the other way counts as inactive or inconclusive.

SMILES | EPAC1 antag | Mm-Cpn inhibitor | CCT modulator | EPAC2 antag | EPAC1 agonist | WRN inhibitor | PLK1 PBD inh | PI5P4Ka inh
Cc1ccc(S(=O)(=O)n2nc(OC(=O)C3CCCCC3)cc2N)cc1 | -17% | 0% | 1.3 | -1% | -2% | -12% | -8% | -18
Cc1cc(C)c(S(=O)(=O)NC(C)C)c(C)c1-n1cnnn1 | -9% | 2% | -0.8 | -26% | 1% | -3% | -5% | 2
Cc1cc(C)c2c(c1)NC(C(=O)O)C1CC=CC21 (stereo not drawn) | u | -4% | -2.8 | -2% | -11% | 50µM* | 3µM* | -79*
COc1ccc(OC)c(CN2CCN(C(=O)c3cc(S(=O)(=O)Nc4ccccc4OC)ccc3C)CC2)c1 | -4% | 3% | 0.3 | -3% | u | 2% | 0% | 2
Cc1ccc(C(=O)C(C)OC(=O)Cn2[nH]c(=O)c3ccccc3c2=O)cc1C (stereo not drawn) | 11% | -2% | -2.5 | -24% | 2% | -4% | -19% | -5
COc1ccc(CCNC(=O)C(=O)NCCC2CCCCN2S(=O)(=O)c2cccs2)cc1 (stereo not drawn) | -11% | 1% | 2.4 | -1% | 6% | -18% | u | 7
C=C(C)CSc1[nH]c(=O)cc(C)c1C#N | -2% | 1% | -3.5 | -5% | 4% | -7% | -7% | 0
COc1cc(C(C(=O)NC2CCCCC2)N(C(=O)Cc2c[nH]c3ccccc23)c2ccc(C)cc2)cc(OC)c1OC (stereo not drawn) | -16% | 1% | -0.2 | 3% | -2% | -24% | -20% | -11
Cc1ccc(OCC(=O)Oc2cccc(C)c2)cc1 | -5% | x | -17 | 0% | -9% | -4% | -3% | 0
COC(=O)C1CCN(C2=C(NS(=O)(=O)c3ccc(Cl)cc3)C(=O)c3ccccc3C2=O)CC1 | -5% | -5% | -1.2 | -10% | 15% | -5% | 21µM* | 1
O=C(O)C1CCCCC1C(=O)Nc1ccc(S(=O)(=O)N2CCCCCC2)cc1 (stereo not drawn) | -4% | 1% | -1.1 | 17% | 3% | -1%[57.1 µM] | -6% | -5
Cc1[nH]c2ccc(C(=O)N3CCC(C(N)=O)CC3)cc2c1C | -1% | 2% | 2.4 | 0% | 9% | -13% | 5% | 5
O=C(c1ccc(Cn2cc(Cl)c([N+](=O)[O-])n2)cc1)N1CCN(Cc2ccccc2)CC1 | -1% | -2% | 1.0 | -5% | 13% | -13% | -12% | -6
CNC(=O)NC(=O)CSc1ccc(NC(C)=O)cc1 | 4% | 0% | 0.9 | 9% | 0% | 9% | -19% | -1
COCCNC(=O)c1cc(-c2ccc(-c3ccccc3)cc2)nc2ccccc12 | u | 2% | -3.4 | -28% | 17% | -7% | -2% | 17
CC(=O)Nc1c2c(nn1-c1ccccc1C)CS(=O)C2 (stereo not drawn) | -4% | -1% | -0.6 | -1% | 4% | 4% | -24% | -5
Cc1ccc(C(=O)N[C@H](C(=O)NC2CCCCCCC2)C(C)C)cc1 | 20% | 2% | -0.4 | 1% | 5% | 0% | -2% | 5
Cc1c(C=N)c(O)n(C)c(=O)c1C#N | -6% | 0% | -3.4 | -1% | 4% | -11% | -1% | -3
Cc1oc(C(C)(C)C)cc1C(N)=O | u | 0% | 2.3 | -5% | -3% | -9% | -5% | 1
OCC1OC(c2ccc(O)cc2O)C(O)C1O (stereo not drawn) | -4% | x | -0.9 | -1% | -5% | -4% | -5% | 6
CCN(CC)Cc1c(O)c(Cl)cc2c(C)cc(=O)oc12 | 4% | -5% | -0.2 | -2% | 6% | -9%[11.6 µM] | -15% | u
CC1CCCN(S(=O)(=O)c2cc(C(=O)NCCc3ccc(S(N)(=O)=O)cc3)ccc2Cl)C1 (stereo not drawn) | 9% | x | 0.2 | -3% | -5% | -15% | 7% | 3
CC(=O)c1cccc(NC(=S)NC(=O)c2ccc(C)cc2Cl)c1 | -3% | -2% | 2.1 | 0%[57.1 µM] | 11% | 1% | 0% | 0
O=C(Cc1ccccc1Cl)Nc1cccc(S(=O)(=O)N2CCOCC2)c1 | -2% | 1% | 1.9 | -1% | -2% | 2% | 2% | -4
COc1ccc(C(=O)NCc2cccnc2)cc1OC | 4% | 2% | -0.5 | -6% | -3% | 1% | -7% | x
O=C(Cn1c(=O)oc2ccccc21)N1CCCCC1 | -8% | 2% | 0.3 | -5% | 6% | -4% | -3% | 0
COc1ccc(CN(C)CC(=O)c2c(N)n(Cc3ccccc3)c(=O)n(C)c2=O)c(OC)c1 | -2% | 1% | -5.5 | -1% | 7% | 2% | -6% | x
C=C(C)CNC(=S)N/N=C/C1=CCC2CC1C2(C)C (stereo not drawn) | u | -1% | -2.3 | -7% | 0% | -5% | -10% | 8
Cc1ccc(SC(=O)c2c(C)noc2-c2cc(C)on2)cc1 | 21% | 5% | -0.6 | -7% | -3% | -9% | u | 5
N#Cc1cccc(CN2CCCN(Cc3ccc(F)cc3)S2(=O)=O)c1 | -10% | 1% | 0.8 | 0% | 2% | -1% | -1% | -1
CCOC(=O)C1/C(=N\O)CC(C)(O)C(C(=O)OCC)C1c1ccc(N(C)C)cc1 (stereo not drawn) | -5% | 3% | -8.1 | -2% | 1% | 5% | -3% | -4
Cc1cc(OCC(=O)NCc2cccnc2)ccc1[N+](=O)[O-] | -12% | -1% | -3.5 | -4% | -1% | 7% | -8% | 0
Cc1ccc(C2NC(=O)NC3=C2CCc2ccccc23)cc1 (stereo not drawn) | -3% | -1% | -0.9 | 6% | -3% | 0% | -6% | x
O=C(CCc1nc(-c2ccccc2)no1)NC1CCCCCC1 | -28% | 1% | 1.7 | -3% | 9% | 0% | 0% | -2
Cc1ccc(S(=O)(=O)Nc2nc(C)c(C(=O)Nc3ccccc3)s2)cc1 | -23% | -1% | 2.7 | -8% | -4% | 5% | -4% | 0
Cc1oc2cc3oc(=O)c(CCC(=O)N[C@H](C(=O)O)C(C)C)c(C)c3cc2c1C | 2% | -5% | -3.3 | -5% | -4% | -19% | -4% | 11
COc1ccc(/C=N/Nc2nc(-c3ccc(C)cc3)c(NC(C)=O)s2)cc1OC | 2% | -1% | -1.5 | 3% | 8% | -22% | -9% | -6
CCCCN1C2CCCC1CC(NC(=O)c1ccc(OC)c(OC)c1)C2 (stereo not drawn) | -1% | 1% | -3.3 | 5% | -4% | 6% | 7% | x
Cc1cc(-c2nnc(SCC(=O)Nc3ccc(C(F)(F)F)cc3)n2C)no1 | -8% | 1% | -0.9 | -10% | -7% | -5% | -4% | 5
NC(=O)c1c(C(F)(F)F)cc(-c2ccccc2)nc1NCCO | 6% | -1% | -0.1 | 8% | -1% | 16% | 0% | -1
COc1cccc(C(=O)NCCSc2c(C)[nH]c3ccccc23)c1OC | -7% | 0% | -1.6 | -21% | 6% | -9% | -13% | 16
COC(=O)c1ccccc1NC(=O)c1ccc(COc2ccc(C)c(C)c2)o1 | -11% | -3% | 1.9 | 0% | 0% | -5% | -3% | 3
COc1ccc(NCc2nnc(SCC(=O)Nc3ccccc3)n2C)cc1 | 3% | -4% | -1.8 | 9% | 2% | -1% | -8% | -11
O=C(Nc1ccc(S(=O)(=O)Nc2ncccn2)cc1)C1=NN(c2ccccc2)C(=O)CC1 | -8% | 5% | -1.8 | -3% | 13% | -9%[11.6 µM] | -17% | -29
CN1CCN(C(=O)c2ccc(COc3ccc(C(C)(C)C)cc3)o2)CC1 | 0% | 2% | 1.9 | 10% | -2% | 9% | -2% | -7
C#CCOCCOCCOCCNc1nc(N2CCOCC2)nc(N2CCN(C(=O)[C@H](C)n3cc(CCCN=C(N)N)nn3)CC2)n1 | -8% | u | -2.0 | 12% | -13% | 5% | -15% | -1
COC(=O)c1c(NC(=S)NN2CCOCC2)sc2c1CCCC2 | -15% | -10% | 1.3 | 1% | -10% | 7% | 1% | 3
O=C(O)CC/C(=C\c1cc([N+](=O)[O-])ccc1Cl)c1nc2ccccc2s1 | -3% | 2% | 0.2 | 0% | 3% | -5% | -15% | 3
COc1cccc(CNc2nc(NCC3CC3)nc3ccsc23)c1 | -17% | x | 1.9 | 9% | -7% | -6% | -3% | -23
CSc1c2c(nc3ncnn13)CCC2 | -5% | 1% | -0.6 | 2% | 14% | 2% | -12% | 5
CC(C)/C=C/C(=O)N1CCC(N2CCC(C(=O)NCc3ccccn3)CC2)CC1 | -4% | -1% | 0.1 | -8% | 11% | -6% | 0% | -2
CCCc1cc2c(=O)c(-c3nc4ccccc4s3)c(COCC(=O)O)oc2cc1O | -2% | 0% | -1.8 | -14% | 5% | -23% | -24% | -74*
Clc1cccc(Cl)c1Cn1cnc2c(NCc3ccco3)ncnc21 | 14% | 0% | -2.0 | -3% | 7% | 9% | -19% | x
COc1ccc2[nH]c(C(=O)O)c(NC(=O)c3ccccc3[N+](=O)[O-])c2c1 | 0% | 0% | -3.3 | 2% | 6% | -5% | -3% | 5
COc1ccc([C@H]2N[C@]3(CCCN(Cc4ccc(Br)cc4)C3=O)[C@H]3C(=O)N(Cc4ccccc4)C(=O)[C@@H]23)cc1 | -10% | x | 1.6 | 0% | 3% | -7% | -2% | 5
COc1ccc(C2=NS(=O)(=O)N(C)C(C(=O)N3CCc4ccccc4C3)=C2)cc1OC | -19% | -14% | 0.7 | 4% | -8% | -4% | -9% | 4
CCOc1ccc(NC(=O)CN(C)C(=O)c2c(C)nn(-c3ccc(F)cc3)c2Cl)cc1OCC | -1% | -2% | 2.1 | 3% | 9% | 7% | -9% | -1
COc1ccc(C(C(=O)NC(C)(C)C)N(Cc2cccnc2)C(=O)CCC(=O)Nc2cc(C)on2)cc1 (stereo not drawn) | 5% | 0% | -2.1 | 21% | -2% | 9% | -1% | 4
O=C(CSc1nnc(NC(=O)c2c(F)cccc2F)s1)Nc1ccc(F)cc1 | -15% | -1% | -5.5 | 0% | 6% | -6% | -11% | -7

2 successive compounds already listed, for reference:
SMILES | EPAC1 antag | Mm-Cpn inhibitor | CCT modulator | EPAC2 antag | EPAC1 agonist | WRN inhibitor | PLK1 PBD inh | PI5P4Ka inh
C#CCOCCOCCOCCNc1nc(N2CCOCC2)nc(N2CCN(C(=O)[C@H](C)n3cc(CCCN=C(N)N)nn3)CC2)n1 | -8% | u | -2.0 | 12% | -13% | 5% | -15% | -1
COC(=O)c1c(NC(=S)NN2CCOCC2)sc2c1CCCC2 | -15% | -10% | 1.3 | 1% | -10% | 7% | 1% | 3

Not all compounds are listed, so the mix of outcomes need not match the whole.
